Screening data deposited in PubChem BioAssay by National Center for Advancing Translational Sciences (NCATS).
D2 potentiator: positively modulates the human D2 dopamine receptor allosterically; HEK293 T-REx D2, calcium flux, EC20 dopamine potentiation; P14416; actives 0.34% (n = 340,000); potentiation, % at 10 µM;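 active means potentiation over 3 SD above the plate norm, cut at about 30% in these data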; further: 0% is about no effect
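Cells plated with tetracycline inducer and held overnight at 30 C; calcium dye loaded 30–90 min at room temperature; baseline taken, compound added and read 180 s; EC20 dopamine then added and read 180 s.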
D2 antagonist: D2 dopamine receptor (human) antagonism; P14416; HEK293 TREx D2 cells, calcium flux, dopamine EC80; inhibition, % at 10 µM; actives 2% (n = 340,000); in the data active means inhibition above about 30%; further: 0% is about no effect
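Tetracycline-induced HEK293 T-REx cells expressing D2 force-coupled to calcium signalling were dye-loaded, exposed to compound for 180 s, then challenged with an EC80 of dopamine; calcium flux was followed kinetically for a further 180 s.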
RXFP1 antagonist: antagonists of human relaxin receptor RXFP1. Q9HBX9. HEK293-RXFP1, relaxin-stimulated cAMP HTRF, 30 min; hits give low values. activity change, negative = inhibition, % at 57.5 µM. actives 0.59% (n = 350,000). AID 1259400;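 active means activity change of -60% or lower, but not beyond a set lower limit; inconclusive means change between -60% and -40%, or beyond the set limit; inactive means change above -40%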; further: on the % scale 0 is the no-effect control and ±100 the full control effect
D1 antagonist: blocks dopamine activation of the human D1 receptor; P21728; HEK293 TREx D1 cells, calcium flux, dopamine EC80; hits give low values; activity change, negative = inhibition, % at 10 µM; actives 3.2% (n = 360,000); in the data active means activity change below about -30%; further: on the % scale 0 is the no-effect control and ±100 the full control effect
Target sequence (P21728 whole entry, looked up): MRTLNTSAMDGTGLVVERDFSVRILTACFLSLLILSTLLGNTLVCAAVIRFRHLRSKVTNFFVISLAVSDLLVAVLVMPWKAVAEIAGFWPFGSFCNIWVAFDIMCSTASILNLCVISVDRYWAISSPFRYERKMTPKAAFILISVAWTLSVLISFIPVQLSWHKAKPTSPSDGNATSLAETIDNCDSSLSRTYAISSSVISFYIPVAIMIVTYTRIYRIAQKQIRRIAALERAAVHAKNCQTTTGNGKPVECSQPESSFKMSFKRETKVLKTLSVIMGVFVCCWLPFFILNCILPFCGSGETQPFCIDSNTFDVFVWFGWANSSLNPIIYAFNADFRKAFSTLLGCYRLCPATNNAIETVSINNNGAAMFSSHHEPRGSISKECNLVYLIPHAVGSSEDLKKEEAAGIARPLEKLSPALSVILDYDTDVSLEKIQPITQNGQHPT
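Using tetracycline-induced force-coupled D1 Hek293 cells and a calcium dye, signals were followed for 180 s after compound, then for 180 s after EC80 dopamine, to detect inhibitors.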
D1 potentiator: potentiators of human D1 dopamine receptor | P21728 | HEK293 TREx D1 cells, calcium flux, dopamine EC20 potentiation | potentiation, % at 10 µM | actives 0.036% (n = 360,000); in the data active means potentiation above about 30%; further: 0% is about no effect
D1 agonist: activates the human D1 dopamine receptor; AID 504660; HEK293 T-REx D1 cells, calcium flux, agonist mode; P21728; activation, % at 2 µM; actives 1% (n = 360,000); in the data active means activation above about 30%; further: 0% is about no effect
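Agonism was scored from calcium flux recorded over 180 s (1 read/s) after pintool compound addition, following a 10-cycle baseline. Cells were inducible force-coupled HEK293 TREx D1, plated overnight at 30 C and loaded with no-wash calcium dye.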
D2 ag: agonists of human D2 dopamine receptor | P14416 | HEK293 T-REx D2 cells, calcium flux agonist mode | activation, % at 2 µM | actives 0.53% (n = 340,000);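 active means activation over 3 SD above normal in the single-dose calcium agonist read, cut at about 30% in these data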; further: 0% is about no effect
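Agonism is scored from calcium flux in a force-coupled, inducible HEK293 cell line expressing D2, read kinetically for 180 s after compound addition against dopamine controls.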
RXFP1 ag: activates the human relaxin receptor RXFP1; Potency, µM (top dose mostly 57.5 µM), for inactives: top-dose activation, actives largely listed as activators; AID 2676; Q9HBX9; actives 0.3% (n = 370,000); HEK293T-RXFP1 cAMP TR-FRET, 30 min; response scale: percent of porcine relaxin response, buffer zero; active means well fitted activation curve with a large enough effect; inconclusive means small, poorly fitted or top-dose-only effect; further: potency means the concentration at half of the fitted maximal effect; on the % scale 0 is the no-effect control and ±100 the full control effect; nearly all actives have a fitted effect of over 60% in size; many of its hits are not listed in these tables
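cAMP rise read by TR-FRET after 30 min, 37C compound exposure (up to 58 uM) in RXFP1-transfected HEK293 cells with Ro 20174 present. EC50 from Hill-equation fits, with 29 nM porcine relaxin as 100% and buffer as basal.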
TRHR PAM: TRH receptor (human) allosteric enhancement. TRHR cells, fluo-8 calcium fluorescence, EC20 TRH enhancement. enhancement, % at 2 µM. actives 0.66% (n = 360,000). AID 493056; in the data active means enhancement above about 30%; further: 0% is about no effect
Target sequence (P34981 whole entry, looked up): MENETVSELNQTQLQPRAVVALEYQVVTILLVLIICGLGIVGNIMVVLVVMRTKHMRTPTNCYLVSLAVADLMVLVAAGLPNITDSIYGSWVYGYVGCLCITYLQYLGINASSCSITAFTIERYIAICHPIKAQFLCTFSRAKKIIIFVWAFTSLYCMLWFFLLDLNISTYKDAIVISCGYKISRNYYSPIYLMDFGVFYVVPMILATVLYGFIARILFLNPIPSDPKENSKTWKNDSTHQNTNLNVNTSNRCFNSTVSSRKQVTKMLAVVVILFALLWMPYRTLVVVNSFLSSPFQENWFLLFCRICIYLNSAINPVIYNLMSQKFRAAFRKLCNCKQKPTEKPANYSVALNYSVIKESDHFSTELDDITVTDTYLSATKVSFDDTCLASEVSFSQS
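Enhancer read-out: after compound pinning and an initial kinetic agonist-mode read, an EC20 of TRH (10 nM final) was injected and fluo-8 calcium signal (Ex 480/Em 530) followed at 1 s/cycle for 100 cycles in TRHR-expressing cells.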
Numbers without * were called inactive; u = inconclusive; x = no result given; & = joins results of further samples. Not all compounds are listed; count on the stated rates, not on these rows.

Results follow in this order: D2 potentiator, D2 antagonist, RXFP1 antagonist, D1 antagonist, D1 potentiator, D1 agonist, D2 ag, RXFP1 ag, TRHR PAM
1. CCCc1ccc2oc(C(=O)N3CCC(COC)C3)c(C)c2c1 (configuration not stated)
  5, -6, 1, -7, 14, 1, -0.1, 1.2%, 30
2. Cc1ccc(C)n1-c1nnc(N2CCC(C(=O)NCCCN3CC(C)CC(C)C3)CC2)s1 (configuration not stated)
  -12, 25, 10, -4, 4, 1, -0.2, -1.4%, -20
3. Cc1cc(/C=C(\C#N)C(=O)NC2CC2)c(C)[nH]1
  -11, -1, -9, 0, -1, 2, -0.5, -0.1%, -7
4. O=C(CCN1C(=O)/C(=C/c2ccccc2Cl)SC1=S)NC1C=CS(=O)(=O)C1 (configuration not stated)
  -9, -1, -22, -16, -7, 1, 0.5, -0.2%, -10
5. CCCNC(=O)CSc1nc(-c2cccs2)cc(C(F)(F)F)n1
  -6, -16, -1, -3, -2, 1, -0.3, 2.2%, -5
6. COC(=O)c1cc2sc(C)cc2n1CC(=O)Nc1ccc(C)cc1Cl
  -3, x, -12, 7, -2, -1, 0.1, 9.5%, 5
7. CCN(CC)C(=O)Oc1c(Cl)cc(Cl)c2cccnc12
  13, 4, 1, -6, -4, 3, -0.3, 0.3%, -3
8. COc1ccc(C)cc1S(=O)(=O)N(C)CC(=O)N1CCC(C(N)=O)CC1
  -7, 1, -16, 6, -1, 0, 0.4, 1.2%, -8
9. COc1cccc(-c2cc(C(=O)N3CCN(Cc4ccccc4)CC3)no2)c1
  -7, -27, -1, 39, 1, 0, 0.0, -1.3%, -10
10. CC(C)OCC(O)CN (configuration not stated)
  -5, 17, 0, 5, 2, 2, 0.4, -0.3%, -6
11. N=c1n(CCN2CCOCC2)c2ccccc2n1Cc1ccccc1Br
  -2, 3, -1, 1, -1, 0, -0.2, 0.4%, 9
12. COCCNc1ncnc2onc(-c3ccc(F)cc3)c12
  4, x, x, -6, 5, 1, 0.4, 5.8%, 1
13. O=C(O)CCCC(=O)N1CCc2cc(S(=O)(=O)NCc3ccccc3)ccc21
  -2&-3, 8, 9, -2&5, -4&-2, 1&-1, -0.8&0.7, 0.0%&2.0%, -4&2
14. O=C(NCC(=O)N1CCN(S(=O)(=O)c2c(F)cccc2F)CC1)c1ccccc1F
  -5, -8, -10, -2, -3, 2, 1.2, -2.2%, 1
15. CCOc1ccccc1NC(=O)c1c(Br)cnn1C
  x, x, x, 12, -6, 2, x, 0.3%, -3
16. Cn1nnnc1SCC(=O)NCc1cc([N+](=O)[O-])ccc1O
  -1, 7, 5, 1, 1, 0, -0.1, 0.9%, -1
17. CN(Cc1ccc(C#CCCO)cc1)CC1CCCN(CCc2ccc(Cl)cc2)C1 (configuration not stated)
  -3, 4, -1, -38*, -7, 17, -0.8, 0.0%, -3
18. O=C(NNC(=O)NC1CCCCC1)NC1CCCCC1
  3, 5, 2, -28, -3, 6, 1.3, 0.8%, 0
19. Cc1ccnc(NCc2ccccc2O)c1
  6, -3, -18, 12, -8, 2, 0.4, -7.0%, -6
20. CCOC(=O)c1ccc(N2C(=O)c3n[nH]c(-c4cccs4)c3C2c2ccc(C(C)C)cc2)cc1 (configuration not stated)
  -3, x, x, 5, 9, 7, 1.8, -3.1%, 5

Single records, from the list above:
`COC(=O)c1cc2sc(C)cc2n1CC(=O)Nc1ccc(C)cc1Cl` reads D2 potentiator = -3; D2 antagonist = x; RXFP1 antagonist = -12; D1 antagonist = 7; D1 potentiator = -2; D1 agonist = -1; D2 ag = 0.1; RXFP1 ag = 9.5%; TRHR PAM = 5
`CN(Cc1ccc(C#CCCO)cc1)CC1CCCN(CCc2ccc(Cl)cc2)C1` (configuration not stated) reads D2 potentiator = -3; D2 antagonist = 4; RXFP1 antagonist = -1; D1 antagonist = -38*; D1 potentiator = -7; D1 agonist = 17; D2 ag = -0.8; RXFP1 ag = 0.0%; TRHR PAM = -3

Quoted from the listing.
CC(C)OCC(O)CN (configuration not stated) | D2 ag = 0.4
CCCc1ccc2oc(C(=O)N3CCC(COC)C3)c(C)c2c1 (configuration not stated) | D2 ag = -0.1

By substructure: those above containing an aryl thioether with sulfur outside any ring
Results follow in this order: D2 potentiator, D2 antagonist, RXFP1 antagonist, D1 antagonist, D1 potentiator, D1 agonist, D2 ag, RXFP1 ag, TRHR PAM
5. CCCNC(=O)CSc1nc(-c2cccs2)cc(C(F)(F)F)n1
  -6, -16, -1, -3, -2, 1, -0.3, 2.2%, -5
16. Cn1nnnc1SCC(=O)NCc1cc([N+](=O)[O-])ccc1O
  -1, 7, 5, 1, 1, 0, -0.1, 0.9%, -1

Carrying on.
Results follow in this order: D2 potentiator, D2 antagonist, RXFP1 antagonist, D1 antagonist, D1 potentiator, D1 agonist, D2 ag, RXFP1 ag, TRHR PAM
21. COc1cc(NC(=O)c2ccc3c(=O)n(Cc4ccco4)c(=S)[nH]c3c2)cc(OC)c1OC
  x, x, -2, -2, -2, 1, x, 1.5%, 0
22. CCc1cc2c(=O)c(Oc3ccccc3F)c(C)oc2c(CN(C)C)c1O
  -6, -2, 11, -20, -8, 2, -0.6, 16%, -1
23. O=C(Cn1cnc2c(nnn2Cc2ccccc2)c1=O)c1ccc(Cl)cc1
  -6, -4, 11, -4, -4, 4, -0.2, -0.1%, -4
24. Cc1ccccc1NC(=O)Cn1nnc2sc3c(c2c1=O)CC(C)(C)OC3
  -4, -15, -24, 7, -6, 1, -1.5, 8.8%, -1
25. CN(NC(=O)c1ccccc1)C1=NS(=O)(=O)c2ccccc21
  0, -15, -9, -2, -1, -1, -0.6, 0.8%, 3
26. COc1ccc(S(=O)(=O)N(C)CC(=O)Nc2ccc3c(c2)OCCO3)cc1
  x, x, -20, -9, -2, 0, x, -0.2%, 7
27. CC1CCN(C(=O)CCc2nnc(-c3ccccc3)o2)CC1
  -14, 22, -3, -24, 0, 0, 0.7, 1.7%, -3
28. CCC(CC)COC(=O)C1=C(C)NC(=O)NC1c1cccc([N+](=O)[O-])c1 (configuration not stated)
  1, -4, -3, 0, 0, 4, -0.8, -0.5%, -1
29. O=C(O)CCC(=O)/C=C/c1ccccc1
  26, 0, -6, -4, 4, 2, -1.2, 1.2%, 3
30. CC(=O)OC1COC(OC2C(O)C(C)OC(OC3C(OC4CCC5(C)C(CCC6(C)C5CC=C5C7CC(C)(C)CCC7(C(=O)O)CCC56C)C4(C)CO)OCC(O)C3O)C2O)C(O)C1OC(C)=O (configuration not stated)
  -20, 18, x, 187, 26, 323*, 17, 0.6%, -10
31. CN(C(=O)CSc1nnc(-c2ccco2)n1N)C1CCCCC1
  4, -4, 4, -9, -8, 2, 0.1, -0.6%, -3
32. O=C(CSc1nnc(N2CCOCC2)n1-c1cccc(F)c1)N1CCN(c2ccccn2)CC1
  3, 4, -7, -1, -3, 3, 0.0, 0.3%, 4
33. COC(=O)CSc1nnc(CNc2ccc(Cl)cc2)n1Cc1ccccc1
  -14, 5, -10, -17, -6, 11, 1.4, -0.1%, -7
34. Cc1ccc2nc(C)c(C)nc2c1N
  10, 9, -11, -9, -1, 1, 0.1, -0.4%, -4
35. CC(C)(C)OC(=O)N1CCC(c2c(C(=O)Nc3ccc4c(c3)OCCO4)cnn2-c2ccc(F)cc2F)CC1
  4, x, -34, -35*, 3, 3, 0.6, -5.1%, 23
36. COc1ccc(Cc2nnc(NC(=O)c3ccc(OC)c(OC)c3)s2)cc1OC
  25, -3, 19, -19, -4, 4, -0.4, u, 0
37. CNc1oc(-c2ccccc2Cl)nc1P(=O)(c1ccccc1)c1ccccc1
  x, x, -22, 8, -2, 2, x, 6.8%, 1
38. CC(OC(=O)c1cccc(-n2cnnn2)c1)C(=O)Nc1cccc(Cl)c1 (configuration not stated)
  -4, -9, -5, -36*, -5, 8, 0.3, 3.1%, -3
39. O=C(/C=C/c1ccccc1)OCN1C(=O)c2ccccc2C1=O
  18, 11, -6, 11, -2, 5, 0.6, -0.1%, -1
40. CCCCNC(=O)C1c2cc(OC)c(OC)cc2C(=O)N(C)C1c1cccs1 (configuration not stated)
  x, -16, 11, 8, -5, 3, 0.2, 1.0%, 10
41. COc1cc(NS(=O)(=O)c2ccc(NC(=S)NC(=O)c3ccccc3)cc2)nc(OC)n1
  x, -17, 4, -15, -12, 2, -2.5, 3.1%, 0
